# S1P1 ag-PAM: activates or potentiates agonism at human S1P1 receptor | 0.57% of 56,000 active | P21453 | activation, % at 9.5 µM | S1P1 CRE-bla cells, forskolin, beta-lactamase FRET, potentiator mode; S1P1 agonist co-added at EC20, 2 nM; 100% = saturating reference agonist, 0% = basal;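 active = activation above a cutoff set at the mean activation of all tested compounds plus 3 SD, cut at about 54% in these data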;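 also: forskolin at 4 µM as EC80 and the EC20 agonist is SEW2871; 100% = SEW2871 at its EC100 plus forskolin at EC80; some compounds past the cut are filed as inactive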
# Target sequence (P21453 whole entry, looked up): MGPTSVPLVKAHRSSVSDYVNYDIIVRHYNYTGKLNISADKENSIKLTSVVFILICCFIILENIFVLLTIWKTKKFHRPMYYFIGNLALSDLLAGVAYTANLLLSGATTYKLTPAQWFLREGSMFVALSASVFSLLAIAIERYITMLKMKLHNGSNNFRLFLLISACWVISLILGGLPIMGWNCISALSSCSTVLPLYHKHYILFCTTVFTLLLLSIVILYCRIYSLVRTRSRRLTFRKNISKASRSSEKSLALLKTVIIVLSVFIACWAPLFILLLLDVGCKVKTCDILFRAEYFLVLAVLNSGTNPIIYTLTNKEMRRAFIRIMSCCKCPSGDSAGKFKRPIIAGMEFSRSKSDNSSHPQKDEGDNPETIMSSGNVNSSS
# 5HT1E ag: 5-HT1E (human) receptor agonism; CHO 5-HT1E Ga15 NFAT-bla reporter, FRET; 0% DMSO wells, 100% control agonist wells; P28566; 0.69% of 65,000 active; activation, % at 6 µM;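 active = activation above a set limit, the screen-wide mean activation plus 3 SD, cut at about 8.5% in these data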;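 also: 100% = positive control agonist at 1 µM giving full maximal response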
# Target sequence (P28566 whole entry, looked up): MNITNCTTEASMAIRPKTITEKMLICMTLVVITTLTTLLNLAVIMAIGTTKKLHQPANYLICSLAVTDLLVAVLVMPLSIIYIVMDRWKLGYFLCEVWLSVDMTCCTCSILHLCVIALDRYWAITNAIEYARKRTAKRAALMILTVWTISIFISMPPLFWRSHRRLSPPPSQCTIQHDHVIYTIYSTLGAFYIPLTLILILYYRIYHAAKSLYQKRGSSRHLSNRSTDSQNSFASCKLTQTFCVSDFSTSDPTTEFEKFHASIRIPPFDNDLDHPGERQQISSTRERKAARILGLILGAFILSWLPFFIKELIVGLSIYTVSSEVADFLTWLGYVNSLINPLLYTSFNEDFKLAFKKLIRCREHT
# Her2 expr inh: Her2 kinase expression inhibition; HER2 level % of control, % at 10 µM; AID 645; P04626; 0.69% of 65,000 active; SKBR-3 HER2 protein level, AlphaScreen, 18-24 h; stronger effect = lower value;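 active = HER2 level under 5% of the carrier-only control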;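 also: 100% = DMSO carrier and 0% = 500 nM PU-H71 HSP90 inhibitor; lower value means stronger loss of Her2 protein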
# HTR1E antagonist: blocks the human 5-HT1E serotonin receptor | 0.99% of 65,000 active | inhibition, % at 6 µM | AID 571 | P28566 | CHO 5-HT1E Ga15 NFAT-bla reporter, FRET, antagonist;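 active = inhibition above a set limit, the mean inhibition across every tested compound plus 3 SD, cut at about 29% in these data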;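 also: signal is the 460 over 535 nm emission ratio of beta-lactamase substrate; 0% = agonist plus DMSO wells and 100% = wells without agonist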
# Jurkat viability: cytotoxic compounds reducing Jurkat cell viability; Jurkat E6.1 viability, ATP luminescence, 48 h; inhibition, % at 4 µM; 1.2% of 56,000 active;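 active = inhibition above the mean inhibition of all tested compounds plus 3 SD, cut at about 28% in these data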
# S1P3 agonist: S1P3 (human) receptor agonism; Q99500; S1P3 NFAT-BLA reporter cells, FRET ratio; relative to 1 µM S1P, basal subtracted; 0.1% of 60,000 active; activation, % at 4.5 µM; AID 373;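 active = activation above the screen-wide mean plus 3 SD, cut at about 4.5% in these data, passing the limit was not always enough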; also: some compounds called inactive have numbers as strong as hits
#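 material = human S1P3 NFAT-BLA reporter CHO cells | schedule = 4 h compound at 37 °C, 2 h substrate at RT | measured by = fluorescent BLA substrate, ex 405 nm, em 460/535 nm ratio | controls = 1 µM S1P reference | replication = primary once, confirmation triplicate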
# M1 agonist: agonists of M1 muscarinic receptor | AID 626 | B-score at 10 µM | 3% of 64,000 active | CHO-M1 cells, Fluo-4 calcium fluorescence, agonist mode; stronger effect = higher value;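 active = fluorescence rise, raw or as B-score row- and column-corrected plate score, outside the 99.7% band of its plate's samples, either direction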
# M1 antag: M1 muscarinic receptor (rat) antagonism. B-score at 10 µM. AID 628. 3.4% of 64,000 active. CHO-M1 cells, Fluo-4 calcium, ACh EC80 antagonist mode; stronger effect = lower value. P08482;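 active = calcium fluorescence response, raw or row-and-column corrected B-score, differing from the plate sample mean either way at a set confidence level, mostly lower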
# HEK293 NFkB inh: lowers PMA/ionomycin-induced NF-kB signal in HEK293 cells; AID 465; 0.21% of 62,000 active; HEK-293 NF-kB luciferase reporter, luminescence; inhibition, % at 3 µM;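 active = inhibition above the mean of all tested compounds plus 3 SD, cut at about 40% in these data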;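 also: 0% = stimulated DMSO wells and 100% = 10 µM reference inhibitor 5653914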
#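 System – HEK-293 cells with stable firefly luciferase reporter driven by four HIV NF-kB elements · Doses – one dose, 3 µM · Schedule – 1 h compound pre-incubation, 16 h PMA/ionomycin at 37 °C · Technique – luminescence from luciferase substrate reagent · Measure – percent inhibition normalized per plate to DMSO and reference-inhibitor controls · Replicates – tested once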
# * marks the source's active call; other numbers are inactive results; . = not tested or not shown.
SMILES,S1P1 ag-PAM,5HT1E ag,Her2 expr inh,HTR1E antagonist,Jurkat viability,S1P3 agonist,M1 agonist,M1 antag,HEK293 NFkB inh
CC(NC(=O)c1cc(-c2cccs2)on1)c1ccccc1 (centres undefined),-2.5,-0.2,80.2,-11.0,6.2,-0.3,0.398,-0.0194,1.2
CC(=O)Nc1ccc2nc(C3CCCCC3)[nH]c2c1,-14.7,-0.2,90.1,-8.0,2.9,1.1,0.484,0.23,2.5
CCN(CC)S(=O)(=O)c1ccc(O)c(C(=O)OCC(=O)N(C)Cc2ccccc2)c1,-10.2,-0.1,79.4,-6.8,-2.5,-0.8,-0.232,-0.284,14.8
Cc1ccc(-c2nnc3c4ccccc4c(C)nn23)cc1NC(=O)CN1CCOCC1,-3.5,0.5,98.4,-7.4,0.6,-0.6,.,.,22.2
CCCCCOc1ccc(C(=O)NCC(=O)NCC(=O)OCC)cc1,-3.0,-0.2,65.6,-1.1,.,-1.7,-1.27,-0.279,.
CC(=O)Nc1nc(C)nc(-c2ccccc2OC(C)=O)n1,-17.0,-1.1,86.0,-4.4,6.5,-0.8,0.947,0.877,19.7
CC1CC(=O)C=C(O)C1C(=O)OC(C)(C)C (centres undefined),-43.2,-0.3,79.0,10.4,7.4,2.1,1.39,0.0322,12.6
Cn1nnnc1SCC(=O)Nc1ccc(Oc2ccccc2)cc1,.,-1.3,128.4,3.5,2.9,-1.0,-0.309,0.0583,2.6
COc1ccccc1NC(=O)C1=C(C)NC(=O)NC1c1ccc(C)cc1 (centres undefined),-5.0,0.3,112.3,-4.5,0.6,-0.8,0.764,0.0334,6.9
COc1ccc(C(=O)N2c3cc4c(cc3C(C)=CC2(C)C)OCO4)cc1,40.4,-0.9,75.0,4.9,-1.4,-1.1,0.175,-0.488,20.1
O=C1c2oc3ccc(Cl)cc3c(=O)c2C(c2ccco2)N1CCN1CCOCC1 (centres undefined),0.5,0.5,119.1,-2.2,8.0,-1.1,-0.91,0.617,18.8
O=C(C1CC1)n1cc(C(=S)N2CCOCC2)c2ccccc21,11.9,-1.2,113.4,-1.7,-4.8,-0.3,0.00956,1.06,-6.0
CCC(c1nnnn1Cc1cccs1)N1CCN(c2nc3ccccc3s2)CC1 (centres undefined),0.4,0.6,75.9,-10.1,10.0,-1.7,-0.263,-1.5,14.7
CN(C)C(=O)N1CCN(C(=O)N(C)C)CC1,.,-0.4,123.8,6.8,.,.,0.187,-0.302,6.0
Cc1cc(C(=O)COC(=O)CN(C)S(=O)(=O)c2ccc(Cl)cc2)c(C)n1Cc1cccs1,7.5,-0.2,117.1,5.0,-3.4,-0.5,2.74,0.566,17.1
COc1ccc(-n2nnnc2-c2cccnc2)cc1,.,-1.0,115.9,-9.0,.,.,0.0262,0.468,10.6
O=C(c1ccccc1)c1nc[nH]c1C(=O)Nc1ccccn1,-52.1,0.2,73.3,4.9,1.3,0.6,0.644,-0.417,-3.6
CC(=O)c1ccc(OCC(O)CN2CC(C)OC(C)C2)cc1 (centres undefined),-10.7,-0.2,101.6,6.8,-0.2,-0.8,-0.298,-0.0011,12.2
CC(=O)Nc1nc(C)c(-c2csc(Nc3ccc(O)cc3)n2)s1,49.5,1.6,15.9,9.9,15.6,-1.3,6.39*,-2.03*,18.1
NC(=O)c1ccsc1NC(=O)c1ccco1,1.0,-0.1,81.9,-2.1,-2.4,-0.9,-0.699,-1,13.3
O=C(NCCSc1c[nH]c2ccccc12)c1ccco1,14.7,1.1,71.5,-5.0,14.7,-0.6,0.342,0.337,11.3
O=C(CN1CCOc2ccccc21)NC1CCN(Cc2ccccc2)CC1,-18.4,1.4,89.2,-12.0,1.4,0.9,-0.354,0.14,8.9
Cc1ccc(NCc2nnc(SCC(=O)Nc3ncc(C)s3)n2Cc2ccco2)c(C)c1,-14.5,0.3,82.3,-18.1,-0.1,-1.2,0.0334,1.23,16.7
Cc1noc(C)c1Cn1nc(C(=O)O)c2ccccc2c1=O,5.1,-0.2,105.0,10.1,-5.2,0.6,-0.708,-0.0605,9.1
CC(C)CC1NC(=O)N(CC(=O)N2CCN(S(=O)(=O)c3ccc4ccccc4c3)CC2)C1=O (centres undefined),.,-0.3,184.9,-1.3,.,.,0.549,0.0245,5.1
COC(=O)C1=CN(C2CC2)C=C(C(=O)OC)C1c1ccccc1OC,-20.1,4.0,104.0,-1.6,-1.0,1.1,0.0749,0.815,19.5
CCC(C)NC(=O)c1cn(C)c(=O)c2cc(OC)c(OC)cc12 (centres undefined),.,0.1,79.6,15.3,.,.,-0.582,1.42,16.7
COCCNc1oc(COc2cccc(C)c2)nc1C#N,-1.6,0.2,86.0,-3.6,-5.7,-0.5,0.383,0.132,2.3
O=C(O)C1CCCN1c1ncnc2ccccc12 (centres undefined),.,-1.1,95.2,10.2,-4.8,-0.3,-0.113,0.856,10.9
CN(C)C(=O)c1ccccc1-c1ccccc1,-1.8,-0.8,132.8,12.0,10.1,-1.1,-0.184,0.323,7.0
CCOC(=O)C1CCCN(Cc2nc(N)nc(Nc3ccccc3OC)n2)C1 (centres undefined),27.7,1.2,97.7,16.8,5.8,-1.3,-0.96,-0.386,8.3
Cc1ccc(OCC(=O)Nc2ccc(S(=O)(=O)Nc3onc(C)c3C)cc2)cc1,-2.8,-1.2,195.5,7.4,-5.8,-1.1,-0.182,0.0323,2.9
COc1ccc2cc3cc(C(=O)NCC4CCCO4)oc3nc2c1 (centres undefined),-4.6,0.0,90.9,-0.6,-0.8,0.2,0.609,0.74,13.4
C=CCN(CC(=O)NCC1CCCO1)C(=O)CCC(=O)Nc1cc(C)on1 (centres undefined),-10.9,-0.2,85.7,-4.0,3.0,-0.4,0.392,0.628,8.1
Cn1c(=O)oc2cc(S(=O)(=O)N3CCN(Cc4ccc5c(c4)OCO5)CC3)ccc21,-2.2,0.2,85.2,-0.9,-4.5,-0.7,-1.14,-0.858,12.7
C=CCSc1nnc(Cn2c(=O)sc3ccccc32)n1C,-13.4,0.7,92.1,1.6,-4.2,0.4,-0.151,1.6,-0.2
COCn1c(-c2cccc(Br)c2)nc2ccccc21,-20.9,-1.6,83.0,11.0,8.2,-1.1,-0.882,-0.083,-2.8
O/N=C1/C2C3CC4C5C3C1C5C1(OCCO1)C42 (centres undefined),.,-1.4,87.3,-15.3,.,.,-0.335,0.422,13.3
O=S(=O)(CCCc1ccccc1)c1ncn[nH]1,-8.6,0.2,107.0,2.4,-3.8,-0.4,1.19,0.877,10.5
CCCC(=O)Nc1ccc(N2CCN(C(=O)c3ccccc3C)CC2)cc1,.,0.2,93.1,5.6,5.4,-1.5,-0.361,0.269,-1.3

# Results in Jurkat viability, Her2 expr inh and HTR1E antagonist, for 2 of the compounds above:
canonical_smiles	Jurkat viability	Her2 expr inh	HTR1E antagonist
CCN(CC)S(=O)(=O)c1ccc(O)c(C(=O)OCC(=O)N(C)Cc2ccccc2)c1	-2.5	79.4	-6.8
O=C(O)C1CCCN1c1ncnc2ccccc12 (centres undefined)	-4.8	95.2	10.2

# (list continues)
SMILES,S1P1 ag-PAM,5HT1E ag,Her2 expr inh,HTR1E antagonist,Jurkat viability,S1P3 agonist,M1 agonist,M1 antag,HEK293 NFkB inh
CSc1cccc(-n2c(C)cc(C(N)=O)c2C)c1,22.4,-0.9,113.6,3.9,-2.1,-1.8,1.1,0.321,12.5
CC1(C)CC(=O)C(C=NCCN2CCN(CCCCS(=O)(=O)O)CC2)=C(O)C1,-16.1,-0.8,90.2,8.7,-3.3,-0.2,0.232,1.03,21.7
CN(CC(=O)Nc1ccc2c(c1)OCCO2)S(=O)(=O)c1ccc(Br)s1,.,-1.2,70.1,2.1,.,.,-0.0538,-0.0816,17.5
Cc1cc(=O)c2ccccc2s1,.,-0.7,99.7,0.9,.,.,0.278,-0.0723,3.5
COc1ccc(N2CCN(C(=O)CSc3nnc(Cn4nnc5ccccc54)n3C)CC2)cc1,-10.0,0.1,134.7,-13.2,5.9,-0.2,2.14,0.566,-6.0
CCCCn1nnnc1SCC(=O)Nc1sc2c(c1C#N)CCCC2,13.7,-1.0,89.3,-2.7,2.2,-0.1,0.664,0.42,-3.5
O=C(Nc1cccc(NC(=O)N2CCN(c3ccccc3)CC2)c1)N1CCN(c2ccccc2)CC1,50.5,1.9,76.3,-4.8,6.8,-1.7,5.66*,-3*,3.6
O=C(C1CCN(S(=O)(=O)c2cccc3nsnc23)CC1)N1CC=C(c2ccccc2)CC1,17.4,-0.2,75.5,0.5,-2.2,0.4,7.48*,-1.32,-8.9
Cc1ccc(-n2ncc3c(=O)[nH]c(SCC(=O)N4CCCCC4)nc32)cc1,1.6,-0.5,81.9,4.8,1.5,-0.8,-0.0227,-0.195,-0.9
COc1cccc(-n2c(SCC(N)=O)nnc2-c2ccncc2)c1,-7.5,-0.4,88.3,-0.3,-3.9,-0.9,-0.434,0.221,9.5
CN(C)CCCN1C(=O)C(O)=C(C(=O)c2cc3ccccc3o2)C1c1ccccc1 (centres undefined),14.6,0.6,60.3,8.9,.,-2.8,-0.188,-0.218,.
COc1ccc(-c2noc(CCC(=O)NCCCN3CCC(Cc4ccccc4)CC3)n2)cc1,37.5,3.1,106.9,-3.0,10.6,-1.1,-0.145,1.31,20.7

# Among those listed so far, these contain an aryl thioether with sulfur outside any ring.
SMILES,S1P1 ag-PAM,5HT1E ag,Her2 expr inh,HTR1E antagonist,Jurkat viability,S1P3 agonist,M1 agonist,M1 antag,HEK293 NFkB inh
Cn1nnnc1SCC(=O)Nc1ccc(Oc2ccccc2)cc1,.,-1.3,128.4,3.5,2.9,-1.0,-0.309,0.0583,2.6
O=C(NCCSc1c[nH]c2ccccc12)c1ccco1,14.7,1.1,71.5,-5.0,14.7,-0.6,0.342,0.337,11.3
Cc1ccc(NCc2nnc(SCC(=O)Nc3ncc(C)s3)n2Cc2ccco2)c(C)c1,-14.5,0.3,82.3,-18.1,-0.1,-1.2,0.0334,1.23,16.7
C=CCSc1nnc(Cn2c(=O)sc3ccccc32)n1C,-13.4,0.7,92.1,1.6,-4.2,0.4,-0.151,1.6,-0.2
CSc1cccc(-n2c(C)cc(C(N)=O)c2C)c1,22.4,-0.9,113.6,3.9,-2.1,-1.8,1.1,0.321,12.5
COc1ccc(N2CCN(C(=O)CSc3nnc(Cn4nnc5ccccc54)n3C)CC2)cc1,-10.0,0.1,134.7,-13.2,5.9,-0.2,2.14,0.566,-6.0
CCCCn1nnnc1SCC(=O)Nc1sc2c(c1C#N)CCCC2,13.7,-1.0,89.3,-2.7,2.2,-0.1,0.664,0.42,-3.5
Cc1ccc(-n2ncc3c(=O)[nH]c(SCC(=O)N4CCCCC4)nc32)cc1,1.6,-0.5,81.9,4.8,1.5,-0.8,-0.0227,-0.195,-0.9
COc1cccc(-n2c(SCC(N)=O)nnc2-c2ccncc2)c1,-7.5,-0.4,88.3,-0.3,-3.9,-0.9,-0.434,0.221,9.5

# Bioassay records deposited in PubChem by several laboratories.
